# Screening data as filed in PubChem.
# Tb PFK block: T. brucei PFK enzyme inhibition | O15648 | T. brucei PFK, ADP-Glo luminescence | Potency, µM (titrated, usually from 57.5 µM), without a hit: at the highest dose activity, negative = inhibition, most hits filed as inhibitors | hit rate 0.17% among 330,000 | AID 485367;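 further: potency means the concentration at half of the fitted maximal effect; 0% = uninhibited 1x PFK enzyme wells and -100% = no-enzyme wells; nearly all actives have a fitted effect of over 60% in size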
#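 1.25 nM PFK with 0.5 mM F6P and 0.1 mM ATP in 0.1 M TEA pH 8.0, 5 mM MgCl2, incubated 45 min at room temperature; ADP measured by ADP-Glo luminescence; compounds titrated up to 57 uM.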
# USP2a block: blocks human ubiquitin-specific protease USP2a; O75604; USP2 core, Ub-CHOP2 coupled fluorogenic reporter, 485/531; Potency, µM (doses to about 38.3 µM), for inactives: at the top dose activity change, negative = inhibition, most hits filed as inhibitors; hit rate 0.01% among 330,000; AID 463254;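 further: potency means the concentration at half of the fitted maximal effect; plate controls were DMSO wells for no effect and full inhibition by NEM control for full effect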
#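 USP2 core (10nM final) preincubated 30min RT with compound in 20mM Tris-HCl pH 8.0, 2mM CaCl2, 2mM beta-mercaptoethanol, 0.05% CHAPS; 25nM Ub-CHOP2 plus 25nM reporter substrate added, fluorescence (Ex485/Em531) read after 60min.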
# Eya2 inh: blocks the phosphatase activity of human Eya2. O00167. recombinant Eya2, OMFP fluorescence dephosphorylation (OMFP is methylfluorescein phosphate). Potency, µM (doses to about 76.9 µM), for the others: at the top dose activity, negative = inhibition, hits mostly inhibitors. hit rate 0.006% among 330,000; further: potency means the concentration at half of the fitted maximal effect; on the % scale 0 is the no-effect control and ±100 the full control effect
# Target sequence (O00167 whole entry, looked up): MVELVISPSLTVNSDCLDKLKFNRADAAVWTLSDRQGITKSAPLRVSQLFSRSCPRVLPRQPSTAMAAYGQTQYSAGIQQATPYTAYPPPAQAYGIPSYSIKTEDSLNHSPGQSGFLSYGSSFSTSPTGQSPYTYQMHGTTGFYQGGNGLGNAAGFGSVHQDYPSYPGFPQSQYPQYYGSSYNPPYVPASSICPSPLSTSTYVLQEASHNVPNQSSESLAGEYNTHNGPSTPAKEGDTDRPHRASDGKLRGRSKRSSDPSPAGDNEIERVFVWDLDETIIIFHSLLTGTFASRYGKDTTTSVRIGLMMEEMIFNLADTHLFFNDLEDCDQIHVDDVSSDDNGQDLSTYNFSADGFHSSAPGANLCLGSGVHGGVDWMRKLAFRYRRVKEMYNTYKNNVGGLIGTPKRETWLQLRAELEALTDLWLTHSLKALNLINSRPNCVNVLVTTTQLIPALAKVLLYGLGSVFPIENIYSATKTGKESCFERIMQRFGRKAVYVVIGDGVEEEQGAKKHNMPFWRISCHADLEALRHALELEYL
#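 Eya2 protein (added as 0.2 uM solution) was preincubated with compound for 10 min at ambient temperature in 50 mM HEPES pH 7.5, 50 mM NaCl, 5 uM MgCl2, 0.05% BSA, 1 mM DTT. OMFP (added at 50 uM) then reacted 10 min; fluorescence read at 485/525 nm.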
# PTAP TSG101 blk: blocks PTAP/TSG101 interaction to inhibit HIV-1 budding; Q99816; Fluorescence polarization, FITC-PTAP peptide / Tsg101 binding; Potency, µM (titrated, usually from 115 µM), inactives show at the top dose activity change, negative = inhibition, usual class: inhibitors; 340,000 tested, under 10 active; active means well fitted inhibition curve with a large enough effect in the main read-out, with a control signal flat, not every such curve was filed as active; inconclusive means small, poorly fitted or top-dose-only effect, or effect the other way, or a change in a side signal; inactive means no such curve, though single readings can be large or run the other way; further: potency means the concentration at half of the fitted maximal effect; % of control where 0% means no effect
# Target sequence (Q99816 whole entry, looked up): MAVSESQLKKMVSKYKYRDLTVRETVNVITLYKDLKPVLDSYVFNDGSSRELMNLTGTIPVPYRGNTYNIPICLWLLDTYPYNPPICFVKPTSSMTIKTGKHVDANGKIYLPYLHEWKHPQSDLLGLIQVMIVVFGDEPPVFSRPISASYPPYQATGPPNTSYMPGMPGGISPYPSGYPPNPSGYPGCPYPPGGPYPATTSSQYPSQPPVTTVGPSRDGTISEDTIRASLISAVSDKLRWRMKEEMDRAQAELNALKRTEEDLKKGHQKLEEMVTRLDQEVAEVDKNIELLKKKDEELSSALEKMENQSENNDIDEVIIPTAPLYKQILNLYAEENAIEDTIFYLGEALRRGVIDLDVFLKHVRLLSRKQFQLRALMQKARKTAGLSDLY
#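 Compounds were pin-transferred onto Tsg101 binding domain (10 uM final) in HEPES pH 7.5 buffer, then FITC-PTAP peptide was added at 50 nM final. After 20 min at RT, polarization reported peptide displacement across a qHTS concentration series.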
# Chronic BCR inh: inhibitors of chronic active B-cell receptor signaling. ABC-DLBCL IkBa-CBG/CBR reporter, luminescence ratio, 4 h. Potency, µM (top dose mostly 46.1 µM), inactives show at the top dose ratio change, negative = lower green/red ratio, actives largely listed as inhibitors. hit rate 0.05% among 340,000. AID 493014; active means well fitted inhibition curve with a large enough effect in the signal ratio, with a control signal flat, not every such curve was filed as active; inconclusive means small, poorly fitted or top-dose-only effect, or effect the other way, or a change in a side signal; the % refers to the signal ratio;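 further: potency means the concentration at half of the fitted maximal effect; plate controls were basal doxycycline-induced cells for no effect and cells given 10 µM MG132 for full effect; MG132 reads +100%, hits lower the ratio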
#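 Concentration-response series (up to 46 uM) were applied to TMD8 dual-reporter cells for 4 h at 37C with doxycycline. Green/red ratio, after filter-overlap correction, defined %Activity; red signal alone was normalised to basal cells and zero luminescence.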
# B2AR arrestin: recruits beta-arrestin to the human beta2-adrenergic receptor. hit rate 0.02% among 330,000. P07550. AID 492947. beta-arrestin recruitment to beta2AR, cell-based reporter. Potency, µM (doses to about 46.1 µM), for the others: at the top dose activation, hits mostly activators;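 further: potency means the concentration at half of the fitted maximal effect; 0% = DMSO controls and full agonism = EC100 isoproterenol or metaproterenol; nearly all actives have a fitted effect of over 65% in size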
# TCR act: activates T cell receptor signaling; primary human leukocytes, anti-CD3, IL-2 HTRF, 48 h; Potency, µM (top dose mostly 9.22 µM), without a hit: top-dose activation of IL-2 secretion, most hits filed as activators; 330,000 tested, under 10 active; further: % of control where 0% means no effect
#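 Compounds are tested in HTS on primary human leukocytes co-incubated with a-CD3 beads for 48 hr. IL-2 output is measured by time-resolved FRET.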
# ELG1 DNA repair: blocks ELG1-dependent DNA repair in HEK293T cells. HEK293T ELG1-luciferase reporter, luminescence, 16 h; DNA damage induced by 5-fluorouridine. Potency, µM (top dose mostly 46.1 µM), inactives show at the highest dose activity change, negative = inhibition, usual class: inhibitors. hit rate 2.3% among 330,000. AID 504467; further: potency means the concentration at half of the fitted maximal effect; on the % scale 0 is the no-effect control and ±100 the full control effect; nearly all actives have a fitted effect of over 55% in size
#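 Overnight (16 hr) co-exposure of 2,000 cells/well to 5-fluorouridine and compound at 37 °C preceded detection. Luciferase was quantified via ONE-Glo luminescence; loss of signal denotes inhibition.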
# uPA surface inh: blocks generation of uPA at the cell surface. cell surface uPA generation assay, qHTS. Potency, µM (titrated, usually from 38.3 µM), without a hit: at the top dose activity change, negative = inhibition, hits mostly inhibitors. hit rate 0.31% among 330,000; active means well fitted inhibition curve with a large enough effect; inconclusive means small, poorly fitted or top-dose-only effect; inactive means no such curve, though single readings can be large or run the other way; tested in mouse RAW 264.7 cells; further: potency means the concentration at half of the fitted maximal effect; on the % scale 0 is the no-effect control and ±100 the full control effect; nearly all actives have a fitted effect of over 55% in size
# TSHR antag: antagonists of human thyroid stimulating hormone receptor | TSHR-expressing cells, TSH-stimulated cAMP HTRF, 2 h; stronger effect = lower value | activity change, negative = inhibition, % at 11.5 µM | hit rate 0.2% among 330,000 | AID 504810;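 active means activity change below a set negative limit, meaning inhibition stronger than a set level, cut at about -70% in these data; inconclusive means activity change between two set negative limits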; further: on the % scale 0 is the no-effect control and ±100 the full control effect
#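 Competitive HTRF cAMP read-out (cryptate anti-cAMP antibody, cAMP-d2; 30 min, room temperature) in freshly harvested TSHR cells. Compounds added before TSH at EC80 (4nM final), followed by 2 hours' incubation at 37 deg C.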
# Mito fusion act: inhibitors of mitochondrial division or activators of mitochondrial fusion; hit rate 0.23% among 320,000; AID 485298; Potency, µM (doses to about 46.1 µM), inactives show at the top dose growth rescue (activation), usual class: activators; S. cerevisiae fusion-defective mutant growth rescue, CellTiterGlo 48 h;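 further: potency means the concentration at half of the fitted maximal effect; % of control where 0% means no effect; nearly all actives have a fitted effect of over 45% in size; temperature-sensitive fusion mutants such as fzo1-1 at 37 °C on non-fermentable ethanol glycerol medium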
#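 Compounds are tested for their ability to restore growth of mitochondrial fusion-defective yeast strains at non-permissive 37C in YPEG medium over 48 hours. Viability is quantified by luciferase luminescence.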
# The depositor's hits bear a star; ? = inconclusive; · = not tested or not shown; [ ] = remark or other dose. Unless noted, the call rests on the fitted dose curve; in most records, active means well fitted curve in the direction sought with a large enough effect; inconclusive means small, poorly fitted or top-dose-only effect, or another doubt; inactive means no such curve, though single readings can be large; an effect the other way counts as inactive or inconclusive.
# Values in the order – Eya2 inh	Mito fusion act	TSHR antag	Tb PFK block	B2AR arrestin	uPA surface inh	Chronic BCR inh	PTAP TSG101 blk	TCR act	USP2a block	ELG1 DNA repair
- Cc1cccc(N2CCN(S(=O)(=O)c3c(C)nc4scc(C)n4c3=O)CC2C)c1 (configuration not stated)
  -8%	-11%	0	0%	-0.1%	0%	?	-1%	1%	4%	?
- Cc1nc(-n2ncc(C#N)c2N)c2c3c(sc2n1)CCC3
  -7%	6%	3	-1%	0.3%	7%	?	-4%	0%	-2%	2%
- CCCC12CN(C(=O)c3ccco3)CC(CCC)(CN(C(=O)c3ccco3)C1)C2=O
  4%	7%	8	-1%	-0.9%	-5%	10%	-14%	-5%	1%	8%
- Cn1cccc1-c1cc(C(=O)N/N=C/c2ccc(Cl)cc2)[nH]n1
  12%	24%	-14	0%	-0.5%	-4%	-13%	-2%	-3%	1%	-10%
- CCc1nc(SCC(=O)O)c(C#N)cc1C
  19%	0%	6	4%	-0.3%	9%	0%	1%	-21%	-1%	5%
- COc1ccc(-c2[nH]ncc2CN(C)CC2CCCCO2)cc1F (configuration not stated)
  -25%	-11%	6	-3%	-0.9%	6%	-7%	-4%	-1%	2%	·
- COc1ccc(S(=O)(=O)N2CCOCC2)cc1NC(=O)COC(=O)C1CC2CCCC(C1)C2=O (configuration not stated)
  0%	0%	3	0%	2.6%	6%	1%	-10%	-3%	2%	12%
- CCOc1ccccc1NC(=O)CSc1nnc(NC(=O)c2ccco2)s1
  10%	1%	6	-2%	8.8%	3%	?	0%	1%	-3%	?
- Cc1ccc(-n2nnnc2SCC(=O)Nc2sccc2C#N)cc1
  3%	-3%	-13	0%	0.6%	1%	-8%	-1%	-7%[46.1 µM]	0%	4%
- Cc1cc(C)c2cc(C#N)c(N3CCCN(C(=S)NCCCN(C)C)CC3)nc2c1
  -2%	-4%	-1	-3%	0.0%	-1%	4%	-7%	3%	-1%	12%
- CCOC(=O)N1CCN(C(=O)COc2ccc(S(=O)(=O)NC3CCCCC3)cc2C)CC1
  -28%	-7%	0	-8%	-1.5%	-2%	1%	0%	0%	0%	?
- CCN(CC)S(=O)(=O)c1cc([N+](=O)[O-])ccc1N=Nc1c(O)[nH]c2ccccc12
  1%	1%	-3	-4%	-2.1%	-1%	?	2%	-2%[46.1 µM]	7%	?
- Cc1ccc(C(=O)Nc2sc3c(c2C(=O)O)CCCCC3)o1
  24%	?	-40	5%	0.0%	-19%	?	0%	2%	1%	3%
- CCN(CC)S(=O)(=O)c1cccc(NC(=O)COC(=O)c2cccs2)c1
  -2%	1%	-6	1%	-0.1%	-4%	-7%	-3%	1%	1%	10%
- O=C(CCNS(=O)(=O)c1ccc(OC(F)(F)F)cc1)N1CCN(S(=O)(=O)c2cccc(F)c2)CC1
  -1%	-4%	-3	-4%	-0.2%	3%	5%	-1%	-1%	3%	-7%
- N#Cc1c(N)nc2c3c(sc(=N)c2c1N)NC(=O)CC3c1ccccc1Cl (configuration not stated)
  -17%	4%	19	0%	-0.3%	-5%	-3%	-2%	-4%	0%	?
- CCOc1c(Nc2ccc(C(C)C)cc2)c(=O)c1=O
  -11%	3%	10	4%	-0.2%	-14%	?	-4%	-5%	-2%	7%
- Nc1c(C(=O)O)cnn1-c1ccc([N+](=O)[O-])cc1
  -1%	4%	-1	-2%	-0.7%	4%	1%	0%	-4%	0%	10%
- Cc1ccccc1Cn1c2ccccc2c2cnn(CC(=O)NCCCN3CCOCC3)c(=O)c21
  12%	2%	-13	-1%	0.3%	-4%	5%	0%	-9%	2%	-7%
- O=S(=O)(Nc1ccc(N2CCCCC2)cc1)c1cccs1
  3%	-5%	2	0%	-0.1%	9%	?	-5%	-23%	2%	?
- Cc1ccc(CNS(=O)(=O)NCc2ccccc2)cc1
  13%	-2%	9	-3%	-0.2%	3%	13%	1%	-7%	0%	10%
- O=C(Nc1ccc(Br)cn1)c1cccc(S(=O)(=O)N2CCCC2)c1
  8%	·	2	-8%	0.5%	-5%	?	-4%	9%	1%	?
- O=C(Nc1nc2ccccc2[nH]1)c1ccccc1O
  -3%	-4%	0	10%	0.1%	-25%	?	0%	-3%	3%	?
- COc1ccc(Cc2c(O)nc[nH]c2=O)cc1
  -14%	1%	2	5%	-0.6%	·	4%	-5%	-16%	0%	-2%
- CC(C)N(Cc1ccccc1)C(=O)COC(=O)c1ccc(O)cc1
  6%	2%	-1	10%	0.1%	1%	0%	0%	2%	-1%	?
- O=C(Cn1nnc(-c2ccccc2F)n1)Nc1ccc2c(c1)OCCO2
  6%	27%	-2	-2%	0.0%	0%	0%	-1%	1%	2%	?
- Cn1nnnc1SCC(=O)Nc1ncc(C(F)(F)F)cc1Cl
  -16%	·	10	2%	-0.4%	1%	?	-2%	-10%[46.1 µM]	1%	?
- Cc1cccc(N2CCN(c3ccc(NC(=O)/C=C(/C(=O)O)c4ccccc4)cc3)CC2)c1
  3%	3%	-11	-2%	0.0%	0%	1%	-1%	-4%	3%	-5%
- COCCn1c(=NC(=O)c2ccco2)sc2cc(C(=O)OC)ccc21
  12%	-2%	-1	4%	-0.3%	-2%	8%	-1%	-3%[46.1 µM]	7%	?
- C=CCN1C(=O)C2C3C=CC(C2C1=O)C1C2C(=O)N(CC=C)C(=O)C2C31 (configuration not stated)
  -2%	-4%	-4	-3%	-0.4%	-2%	0%	3%	0%	0%	0%
- CCN(C(=O)c1cnc(OC)cc1C(F)(F)F)c1ccc(Cl)cc1Cl
  11%	2%	6	3%	0.5%	12%	?	5%	7%	10%	0%
- Clc1ccc(-c2noc(/C=C/c3ccccc3)n2)cc1
  9%	1%	-5	3%	-0.4%	-5%	?	-1%	-4%	-1%	?
- O=S1(=O)N=C(N(CCO)/N=C/C=C/c2ccccc2)c2ccccc21
  -1%	-1%	-7	0%	-0.8%	-3%	-6%	1%	-2%[46.1 µM]	1%	-13%
- CC(C)(CNC(=O)c1cccs1)N1CCOCC1
  -15%	-1%	3	16%	0.2%	4%	-4%	-6%	-3%	2%	10%
- COc1ccc(CCC(=O)OCC(=O)Nc2ccc3[nH]c(=O)[nH]c3c2)cc1
  -17%	1%	-4	?	0.2%	0%	1%	1%	·	1%	19%
- COC(=O)c1cccc(NC(=O)CCc2c(C)noc2C)c1
  -4%	0%	17	1%	0.0%	-17%	-6%	-2%	1%	-1%	19%
- CCOc1cc(N2CCOCC2)c(OCC)cc1NC(=O)C1CC(=O)N(c2ccccc2OCC)C1 (configuration not stated)
  -6%	1%	1	-5%	-0.9%	5%	-5%	-4%	9%	-3%	-21%
- O=C(O)CC1(CC(=O)Nc2ccc3ccccc3c2)CCCCC1
  2%	-1%	-6	1%	-0.1%	-2%	?	-5%	-9%	?	2%
- c1ccc(C(Cc2nc(-c3ccncc3)no2)c2ccccc2)cc1
  -23%	1%	-21	-19%	0.0%	-7%	0%	2%	-8%	2%	-5%
- COc1cccc(-n2c(SCC(=O)Nc3ccc4c(c3)CCC4)nc3ccccc3c2=O)c1
  11%	-3%	-5	0%	-0.3%	3%	11%	0%	6%[46.1 µM]	1%	-8%
- CCCCC(=O)N1C/C=C\C(c2ccc(OC)cc2)N(Cc2ccc(F)cc2)C(=O)[C@H]1Cc1ccccc1 (some centres not stated)
  -13%	-43%[inhibitor]	6	1%	-0.1%	?	?	-3%	4%	3%	?
- O=C(NCc1ccccc1)NC1CCCCC1
  -4%[15.4 µM]	-2%	8	2%	0.5%	-9%	-1%	-14%	·	4%	?
- COc1ccccc1N(/N=C1\Sc2ccccc2C1=O)C(C)=O
  ?	-1%	1	1%	0.0%	?	?	-8%	-4%	-1%	?
- COc1ccccc1NC(=O)COc1cc(C)nc(C(C)C)n1
  1%	-2%	2	-1%	-0.2%	9%	-4%	-8%	-4%	3%	8%
- CC(C)(C)NC(=O)NC(=O)COC(=O)C1=COCCO1
  7%	4%	-7	0%	-2.3%	-2%	-15%	0%	5%	1%	0%
- CCn1c(C(=O)O)c(CC(=O)N(C)c2ccc(OC)cc2OC)c2ccccc21
  3%	-5%	-1	1%	-0.1%	9%	7%	-9%	10%	4%	0%
